# eLon inh: E. coli protease La inhibition | purified E. coli Lon protease, fluorescence polarization | inhibition, % at 7.94 µM | actives 0.42% (n = 360,000) | AID 602123; in the data active = inhibition above about 13%, passing the limit was not always enough;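 also: 0% = enzyme with probe and DMSO and 100% = no enzyme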
# Target sequence (P0A9M0 whole entry, looked up): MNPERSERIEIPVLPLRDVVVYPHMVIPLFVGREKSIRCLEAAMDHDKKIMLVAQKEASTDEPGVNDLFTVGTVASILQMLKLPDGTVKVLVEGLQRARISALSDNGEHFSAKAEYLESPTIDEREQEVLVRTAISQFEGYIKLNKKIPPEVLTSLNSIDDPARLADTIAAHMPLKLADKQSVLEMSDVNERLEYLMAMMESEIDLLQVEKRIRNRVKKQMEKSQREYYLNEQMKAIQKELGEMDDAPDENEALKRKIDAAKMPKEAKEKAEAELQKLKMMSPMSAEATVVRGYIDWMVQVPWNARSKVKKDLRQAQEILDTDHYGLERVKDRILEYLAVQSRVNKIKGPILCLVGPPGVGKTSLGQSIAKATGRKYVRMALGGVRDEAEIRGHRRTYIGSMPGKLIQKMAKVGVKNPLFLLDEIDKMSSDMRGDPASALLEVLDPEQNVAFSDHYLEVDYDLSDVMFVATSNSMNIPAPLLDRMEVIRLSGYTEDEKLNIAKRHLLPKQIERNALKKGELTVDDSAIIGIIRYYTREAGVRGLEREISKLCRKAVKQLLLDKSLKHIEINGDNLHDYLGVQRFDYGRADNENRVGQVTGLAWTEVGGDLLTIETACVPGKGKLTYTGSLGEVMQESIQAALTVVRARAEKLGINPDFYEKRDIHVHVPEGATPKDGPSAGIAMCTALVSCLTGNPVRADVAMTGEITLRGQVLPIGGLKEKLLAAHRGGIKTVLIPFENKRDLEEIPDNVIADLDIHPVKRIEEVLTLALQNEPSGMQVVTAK
# bovine MsrA act: bovine methionine sulfoxide reductase A activation; purified bovine MsrA, absorbance read-out; AID 602163; activation, % at 10.6 µM; actives 0.3% (n = 360,000); in the data active = activation above about 7.5%;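 also: 0% = vehicle and 100% = reference activator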
# FAS TE block: inhibitors of human fatty acid synthase thioesterase domain. actives 0.67% (n = 360,000). AID 602261. P49327. inhibition, % at 15 µM. recombinant FAS-TE, OMFH fluorogenic substrate, fluorescence endpoint;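 active = compounds whose normalised, plate-corrected inhibition of enzyme fluorescence in the single-dose primary screen is 50% or more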;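 also: 0% = DMSO with enzyme and 100% = substrate without enzyme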
# MT1-MMP act inh: MT1-MMP (human) activation inhibition. actives 0.061% (n = 360,000). P50281. GFP/RFP ratio change, % at 20 µM. HT1080 RFP-PRO-GFP cells, GFP/RFP ratio fluorescence, overnight; percent of plate control window, DMSO zero;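 active = GFP/RFP ratio change of at least 30% with cell ATP level not reduced by more than half and red fluorescence within 50% of control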; also: strong numbers were not always called active
#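 Test system: HT1080 RFP-PRO-GFP cells; Benchmarks: DMSO and RFP-L50D-GFP cell wells; Timing: cells overnight before dosing, compound overnight, 37 °C, 5% CO2; Compound: one 20 µM compound dose with 1% DMSO; Read-out: GFP/RFP fluorescence ratio.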
# CendR NRP1 mod: NRP-1/CendR interaction modulation; AID 602438; actives 0.85% (n = 360,000); inhibition, % at 25 µM; FAM-RPARPAR peptide binding to NRP-1, fluorescence polarization;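 active = inhibition or corrected inhibition above about 18%, plus a signal ratio from 0.5 to 1.5, limit read from the data, passing the limit was not always enough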; also: strong numbers were not always called active
# MsrA inh: inhibits bovine methionine sulfoxide reductase A; inhibition, % at 15.5 µM; purified bovine MsrA, absorbance read-out; actives 0.75% (n = 360,000); in the data active = inhibition above about 4.5%;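 also: 0% = vehicle wells with enzyme and 100% = reference inhibitor wells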
# SKN-1 inh: inhibitors of C. elegans SKN-1 | C. elegans VP596 Pgst-4::GFP/RFP ratio, acrylamide-induced, 24 h | inhibition, % at 21.8 µM | actives 0.49% (n = 360,000);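 active = interference check ratio from 0.5 to 1.5 plus GFP to RFP signal ratio inhibition reaching or exceeding a fixed threshold, cut at about 30% in these data, passing the limit was not always enough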; also: some compounds called inactive have numbers as strong as hits
# Rin1 Abl inh: inhibitors of human Rin1-Abl protein interaction | P00519+Q13671 | TR-FRET Rin1/Abl binding, biochemical | inhibition, % at 7.35 µM | actives 0.4% (n = 360,000) | AID 588664; in the data active = inhibition above about 5%, passing the limit was not always enough
# Neddylation inh: blocks human cullin neddylation | P61081+Q13564 | TR-FRET cullin neddylation, biochemical | calls only at 25 µM | actives 0.58% (n = 360,000) | AID 651699; in the data active = inhibition above about 36%
# An asterisk follows results filed as active; i = inactive; . = no result given; & = joins results of further samples.
SMILES,eLon inh,bovine MsrA act,FAS TE block,MT1-MMP act inh,CendR NRP1 mod,MsrA inh,SKN-1 inh,Rin1 Abl inh,Neddylation inh
COC(=O)[C@]12C(=O)NC[C@H](CN1c1ccc(C(F)(F)F)cc1)N2C,0,-2,-12,1,-1,0.1,20,8,i
Cc1cccn2c(=O)nc(SCC(=O)N3CCCC3)nc12,1,0,-6,6,7,2.7,-4,0,i
Cc1ccc(NC(=O)CC(NC(=O)c2ccccc2Cl)c2ccccc2)nc1 (configuration not stated),4,-2,-4,-1,12,-0.3,5,2,i
Cc1cc(Br)ccc1OCCN1CCCC1,4,-6,-8,0,8,1.7,-1,0,i
COC(=O)c1c(NC(=O)CCC(=O)O)sc(Cc2ccccc2)c1C,-5,1,-4,-4,-2,1.2,-2,-1,i
Cc1cc(C(=O)OCC(=O)Nc2ncc(C(F)(F)F)cc2Cl)c(C)o1,-4,2,-9,-5,-24,-0.5,2,1,i
CCn1ccnc1[C@@H]1C[C@H]2CN(Cc3cccc(Cl)c3)C(=O)[C@]23CCCN13,-5,1,-7,-2,-1,0.4,-9,2,i
CCCCOCCCNC(=O)C[C@@H]1C[C@@]2(C(=O)OC)CCCCC=C2N(Cc2ccco2)C1=O,-4,0,-4,6,7,-0.2,-1,.,i
Cc1nc2c(-c3ccccc3)c(C)nn2c(C)c1CCC(=O)NC(C)CCc1ccco1 (configuration not stated),-7,-5,24,5,1,0.9,-6,0,i
COc1ccc(NC(=O)Cn2nnc(C(=O)Nc3ccc(F)c(Cl)c3)c2N)cc1,9,-1,-2,11,3,1.3,-4,-1,i
COc1ccc(C(=O)NC2(C(F)(F)F)NC(=O)N(CCCc3ccccc3)C2=O)c(OC)c1OC (configuration not stated),4,6,24,3,-1,-1.3,13,1,i
COc1cc(C(O)c2nc3ccccc3n2C)cc(OC)c1OC (configuration not stated),-11,-3,1,1,3,-0.8,-2,2,i
COc1ccc(OCc2ccc(C(=O)NN)cc2)cc1,6,-2,-4,-2,3,1.2,1,0,i
Cc1sc2nc(N)sc2c1C,-8,-3,-8,1,0,-1.2,22,-3,i
Cc1ccc(-c2ccc(C(=O)NCc3ccc(Cl)cc3)o2)c2ccccc12,-16,-7,36,-2,-16,1.2,6,0,i
O=C(c1ccc2nc(Cc3cccc(Cl)c3)oc2c1)N1CCOCC1,-4,-3,-6,1,14,-0.4,20,0,i
OCCNCc1cccc(-c2ccccc2)c1O,0,-1,-2,0,-4,1.1,-4,5,i
Cc1ccc(SCc2nc3ncccn3c2Br)cc1,-2,-1,40,0,2,0.7,10,-2,i
CC(C)(C(N)=O)N1CCN(c2ncc(C(F)(F)F)cc2Cl)CC1,4,1,-2,-3,-3,-0.1,12,-1,i
COc1cccc2cc(CC(=O)c3ccc(C)c(C)c3)c(=O)oc12,-1,-1,6,4,3,1.5,9,2,i
Clc1cccc(N2CCN(Cc3nc(-c4ccccc4)no3)CC2)c1,1,-3,36,0,-9,0.1,3,-2,i
CC(=O)c1cccc(NC(=O)Nc2nc(C)cc(C)n2)c1,-18,-2,-4,-4,13,2.0,17,-1,i
CN(CC1CCCN(CCc2ccc(Cl)cc2)C1)C(=O)c1ccoc1 (configuration not stated),5,-3,-7,-3,5,0.1,18,-2,i
COC(=O)c1nn(-c2ccccc2)c(Cl)c1/C=N/OCc1ccc(Cl)cc1Cl,8,3,24,-15,-7,0.7,5,-3,i
O=C(CCc1c[nH]c2ccccc12)N=Nc1c(O)[nH]c2ccccc12,0,-2,10,5,-2,1.0,-2,2,i
CC(C)Nc1nc(Nc2ccc(C(N)=O)cc2)c2sccc2n1,-3,-1,0,4,-8,2.4,-10,-1,i
Cc1ccc(NC(=S)Nc2ccc3nc(-c4ccccn4)c(-c4ccccn4)nc3c2)cc1C,120*,-5,0,-32,-23,.,4,-5,i
O=C1c2ccccc2C(Nc2ccc(Cl)cn2)N1c1cccnc1 (configuration not stated),-1,0,-4,-2,21,0.0,11,4,i
COC(=O)c1c(C(=O)c2ccc(Br)cc2)n(C)c2ccccc12,1,-12,24,3,6,0.0,-13,1,i
COc1ccc(CCNC(=O)C2CCN(S(=O)(=O)c3cccc4cccnc34)CC2)cc1OC,-18,-2,-4,-3,11,.,10,3,i

# Six entries out of the list above, sorted by the value under SKN-1 inh, highest first:
Structure,eLon inh,bovine MsrA act,MT1-MMP act inh,CendR NRP1 mod,MsrA inh,SKN-1 inh,Rin1 Abl inh,Neddylation inh
Cc1ccc(SCc2nc3ncccn3c2Br)cc1,-2,-1,0,2,0.7,10,-2,i
COc1cccc2cc(CC(=O)c3ccc(C)c(C)c3)c(=O)oc12,-1,-1,4,3,1.5,9,2,i
COC(=O)c1nn(-c2ccccc2)c(Cl)c1/C=N/OCc1ccc(Cl)cc1Cl,8,3,-15,-7,0.7,5,-3,i
Cc1ccc(NC(=S)Nc2ccc3nc(-c4ccccn4)c(-c4ccccn4)nc3c2)cc1C,120*,-5,-32,-23,.,4,-5,i
Clc1cccc(N2CCN(Cc3nc(-c4ccccc4)no3)CC2)c1,1,-3,0,-9,0.1,3,-2,i
O=C(CCc1c[nH]c2ccccc12)N=Nc1c(O)[nH]c2ccccc12,0,-2,5,-2,1.0,-2,2,i

# (cont.)
SMILES,eLon inh,bovine MsrA act,FAS TE block,MT1-MMP act inh,CendR NRP1 mod,MsrA inh,SKN-1 inh,Rin1 Abl inh,Neddylation inh
O=C(CCCC(=O)NC1CCCC1)NC1CCCC1,-2,-8,-6,1,-12,1.1,5,0,i
O=C(O)c1cc(Br)ccc1NS(=O)(=O)c1cccc2nsnc12,-3,-3,-3,0,12,1.0,31,-1,i
Cn1c(CNS(=O)(=O)c2ccc(Cl)cc2)cc(=O)n(C)c1=O,-24,-12,-5,.,2,1.4,-5,-1,i
CC(C)NC(=O)OCc1c(COC(=O)NC(C)C)c([N+](=O)[O-])n2c1CCC2,-11,-2,25,3,7,3.0,-8,0,i
O=C(O)CCC(=O)c1ccc2c(c1)OCCO2,9,-1,-7,-1,2,-0.7,-9,2,i
CS/C(=N\S(=O)(=O)c1cccs1)Nc1cccc(Cl)c1C,10,-1,4,-9,17,-0.9,-7,0,i
c1ccc(-c2csc(=Nc3cccnc3)n2CC2CCCO2)cc1 (configuration not stated),-3,-1,-5,-2,-32,0.0,10,1,i
COc1cc(NC(=S)N2CCN(c3ccccn3)CC2)cc(OC)c1OC,0,-4,-26,0,-3,-0.3,2,3,i
COc1ccc(Cn2c(CO)cnc2SCC(=O)Nc2cc(C)on2)cc1,-12,1,-2,0,-2,-0.8,1,4,i
COc1ccc(OCC(O)CNC(C)c2ccccc2)cc1 (configuration not stated),-8,-8,-2,1,-4,1.0,-6,-1,i
CCOC(=O)c1cc2c(=O)n3cccc(C)c3nc2n(Cc2ccco2)c1=NC(=O)c1ccccc1,2&0,-5&-5,43&38,-9&-3,-53&-12,2.4&1.8,6&21,-3&-6,.
COc1cc(C=O)cc(Br)c1OCC(N)=O,5,-3,0,-1,12,1.7,-6,0,i
COc1ccc(OC)c(S(=O)(=O)Nc2ccc3[nH]c(=O)[nH]c3c2)c1,-4,-1,-2,1,0,-1.2,0,7,i
CCOc1ccc2oc(C(=O)Nc3ccc4c(c3)OCO4)c(C)c2c1,-2,2,19,0,2,1.3,2,1,.
COc1ccc(NC(=O)C2(C)CCN2CCc2ccccc2)cc1OC (configuration not stated),10,-1,4,4,4,-0.5,18,-1,i
CC(C)OP(=O)(OC(C)C)C(Nc1ccccc1)c1ccc2c(c1)OCO2 (configuration not stated),-4,1,-4,-4,-2,0.9,-1,5,i
COc1ccc(-c2nnc(Nc3ccc(CC(N)=O)cc3)c3ccccc23)cc1,1,-10,-4,8,12,2.3,-8,0,i
O=C(CCCCCn1c(=S)[nH]c2cc3c(cc2c1=O)OCO3)N1CCN(C(=O)c2ccco2)CC1,-3,1,-4,3,-21,1.6,-20,3,i
CCC(C)N1CC23C=CC(O2)C(C(=O)OCc2ccccc2)C3C1=O (configuration not stated),-1,-3,-7,0,-5,2.1,-17,-2,i
CCc1c(C)nc(SCC(=O)N2CCCCC2)[nH]c1=O,-4,-1,-3,-1,1,-0.3,21,-1,i
CC1(C)C2CCC(CN)C1C2 (configuration not stated),21,-4,-6,-7,3,0.3,7,0,i
CS(=O)(=O)c1ccc(-c2csc(C(O)c3cccc(Cl)c3)n2)cc1 (configuration not stated),-10,-1,52*,5,-6,-0.6,10,1,i
Cc1cc2ncn(CCC(=O)NC3CCCC3)c2cc1C,1,4,0,3,1,2.1,-14,0,i
CCCCn1c(N)c(N(CC(C)C)C(=O)C2=COCCO2)c(=O)[nH]c1=O,5,-7,-6,0,-2,-0.2,-10,2,i
CC(C)(C)c1ccc2c(c1)C(c1ccc3c(c1)OCO3)CC(=O)O2 (configuration not stated),-9,-1,25,7,-2,0.4,10,-2,i
CCOC(=O)c1cc(NC(=O)SCC(=O)O)c(C)nc1C,-4,4,-4,5,-5,-0.1,-6,-2,i
COC(=O)[C@H](C(C)C)N(Cc1ccccc1)S(=O)(=O)CCN1CCCC1,2,0,-2,2,-1,-0.9,17,1,i
CN(C)c1ccc(N=Cc2ccco2)cc1,-4,-1,-13,15,6,.,-5,-4,i
COc1cccc(NC(=S)NC(Cc2ccccc2)c2ccccc2)c1 (configuration not stated),3,-2,20,3,-22,1.3,8,4,i
CC(=O)c1ccc(NC(=S)NC(NC(=O)c2ccco2)C(Cl)(Cl)Cl)cc1 (configuration not stated),-2,-3,4,3,-3,-0.5,2,0,i
COc1ccc2c(C(=O)CN3CCN(CCO)CC3)c[nH]c2c1,-3,-1,-8,-1,-38,1.1,13,2,i
O=C(c1ccccc1Br)N1CCN(c2ccc([N+](=O)[O-])c(N3CCOCC3)c2)CC1,2,-5,-1,2,-8,-0.9,6,-4,i
O=C1C(=O)N(Cc2ccncc2)C(c2ccccc2F)/C1=C(\O)c1ccc2c(c1)OCCO2 (configuration not stated),3,3,-3,2,-2,0.1,13,-10,i
Cc1ccc(Nc2nnc(SCC(=O)Nc3ncc(S(=O)(=O)c4ccc([N+](=O)[O-])cc4)s3)s2)cc1,12,-4,0,-3,-13,0.3,-3,2,i
COc1ccc(OC)c(-c2nc(CN3CCN(C(=O)c4ccco4)CC3)c(C)o2)c1,-1,-2,-6,-1,1,0.8,21,2,i
CN=C1S/C(=C\c2ccc(Cl)cc2)C(=O)N1C,1,0,2,-1,4,-0.2,6,-2,i
O=C(Nc1ccccc1C(=O)NCC1CCCO1)c1ccco1 (configuration not stated),2,1,-7,3,13,-0.5,18,3,i
COc1ccc(CCNC(=O)/C=C/c2ccco2)cc1OC,-19,-12,-7,-1,-9,0.0,-20,-3,i
CC1=C(C(=O)NC2CCC(C)CC2)C2(CCC(C)CC2)OC1=O (configuration not stated),7,0,1,4,5,-1.1,6,0,i
Clc1cncc(Cl)c1NNc1c2ccccc2nc2ccccc12,-7,-11,-6,7,-6,1.4,14,-2,i
O=C(Cn1ccc2ccccc2c1=O)NCCC(=O)NC1CCN(Cc2ccccc2)CC1,-11,-4,-3,1,14,-0.8,-3,3,i
CC12CC(c3ccccc3O1)C(C(=O)N1CCOCC1)C(=O)N2 (configuration not stated),-3,-14,-4,-4,10,0.0,-10,-2,i
CC(C)CN(C(=O)CSc1nnc(-c2ccco2)o1)c1c(N)n(Cc2ccccc2)c(=O)[nH]c1=O,-6,-1,-5,1,-14,0.3,13,1,i
O=C(O)c1cccc(-n2cccc2/C=C2/SC(=O)N(CC(=O)N3CCCC3)C2=O)c1,-6,-2,-3,-6,-14,0.5,25,1,i

# Quoted at random: 3 records from the list.
SMILES,eLon inh,bovine MsrA act,FAS TE block,MT1-MMP act inh,CendR NRP1 mod,MsrA inh,SKN-1 inh,Rin1 Abl inh,Neddylation inh
O=C1C(=O)N(Cc2ccncc2)C(c2ccccc2F)/C1=C(\O)c1ccc2c(c1)OCCO2 (configuration not stated),3,3,-3,2,-2,0.1,13,-10,i
O=C(Cn1ccc2ccccc2c1=O)NCCC(=O)NC1CCN(Cc2ccccc2)CC1,-11,-4,-3,1,14,-0.8,-3,3,i
CC1=C(C(=O)NC2CCC(C)CC2)C2(CCC(C)CC2)OC1=O (configuration not stated),7,0,1,4,5,-1.1,6,0,i

# High-throughput results from PubChem.
